Screening data as filed in PubChem.
G9a block – inhibitors of human histone lysine methyltransferase G9a; Potency, µM (top dose mostly 102 µM), for inactives: at the highest dose activity, negative = inhibition, actives largely listed as inhibitors; G9a H3K9 monomethylation, AlphaScreen, 2 h; Q96KQ7; 350,000 tested, 8.8% active; also: % is scaled to controls: 0 for no effect and ±100 for the full control effect; nearly all actives have a fitted effect of over 75% in size
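G9a (20 nM) preincubated 15 min RT with compounds, then 500 nM biotinylated H3K9 peptide and 20 uM SAM added; 2 h RT reaction. Monomethyl-H3K9 product detected by AlphaScreen with anti-H3K9me1 antibody, streptavidin donor and anti-rabbit IgG acceptor beads.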
APE1 inh – inhibitors of human APE1 endonuclease. recombinant APE1, TAMRA/BHQ-2 abasic DNA cleavage fluorescence. P27695. Potency, µM (titrated, usually from 65.8 µM), without a hit: at the highest dose activity change, negative = inhibition, actives largely listed as inhibitors. 350,000 tested, 0.35% active;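 also: plate controls were vehicle for no effect and reference inhibitor for full effect; nearly all actives have a fitted effect of over 55% in size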
Target sequence (P27695 whole entry, looked up): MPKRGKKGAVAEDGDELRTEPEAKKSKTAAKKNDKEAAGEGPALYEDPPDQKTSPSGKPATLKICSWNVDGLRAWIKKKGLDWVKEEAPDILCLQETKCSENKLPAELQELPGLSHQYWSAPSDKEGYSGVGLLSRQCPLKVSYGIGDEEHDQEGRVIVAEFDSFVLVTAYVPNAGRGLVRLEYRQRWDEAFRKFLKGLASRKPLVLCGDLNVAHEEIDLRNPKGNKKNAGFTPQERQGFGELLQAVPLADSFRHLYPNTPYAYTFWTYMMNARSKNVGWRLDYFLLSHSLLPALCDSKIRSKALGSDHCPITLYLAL
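Compound pre-exposure to 0.75 nM APE1, 15 min at ambient temperature. Reaction initiated with 50 nM TAMRA/BHQ-2 THF substrate, read immediately in kinetic mode, 525 nm excitation, 598 nm emission.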
POLH inh – blocks human DNA polymerase eta activity | 390,000 tested, 1.2% active | recombinant Pol eta, fluorescent DNA replication assay | Potency, µM (series often up to 114 µM), for the others: top-dose activity change, negative = inhibition, most hits filed as inhibitors; also: % is scaled to controls: 0 for no effect and ±100 for the full control effect
Target sequence (Q9Y253 whole entry, looked up): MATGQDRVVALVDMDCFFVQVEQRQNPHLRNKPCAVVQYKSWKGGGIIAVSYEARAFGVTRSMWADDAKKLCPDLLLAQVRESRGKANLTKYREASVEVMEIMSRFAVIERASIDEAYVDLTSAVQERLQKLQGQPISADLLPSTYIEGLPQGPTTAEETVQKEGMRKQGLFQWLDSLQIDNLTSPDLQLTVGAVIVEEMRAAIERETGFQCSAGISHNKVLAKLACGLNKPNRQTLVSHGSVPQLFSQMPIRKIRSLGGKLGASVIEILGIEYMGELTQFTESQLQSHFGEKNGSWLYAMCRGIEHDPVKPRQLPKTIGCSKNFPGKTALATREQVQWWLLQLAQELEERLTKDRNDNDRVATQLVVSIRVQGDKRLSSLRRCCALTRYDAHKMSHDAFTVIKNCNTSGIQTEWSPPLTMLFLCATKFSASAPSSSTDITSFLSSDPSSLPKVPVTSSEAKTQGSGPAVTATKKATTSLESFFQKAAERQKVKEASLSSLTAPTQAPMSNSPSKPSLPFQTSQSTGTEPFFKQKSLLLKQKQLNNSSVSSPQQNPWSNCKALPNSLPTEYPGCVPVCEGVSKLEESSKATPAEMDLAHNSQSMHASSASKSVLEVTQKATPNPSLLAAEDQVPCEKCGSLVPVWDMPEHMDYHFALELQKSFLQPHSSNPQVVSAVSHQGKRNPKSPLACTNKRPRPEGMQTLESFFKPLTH
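Pol eta at 10 nM preincubated with compounds 15 min at room temperature; reaction started with fluorescent substrate (50 nM final) and read kinetically at 0 and 10 min.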
Pol beta inh – DNA polymerase beta (human) inhibition; Potency, µM (top dose mostly 114 µM), for inactives: at the top dose activity change, negative = inhibition, most hits filed as inhibitors; P06746; AID 485314; 340,000 tested, 1.3% active; Pol beta primer extension/strand displacement, fluorescence kinetic; also: % is scaled to controls: 0 for no effect and ±100 for the full control effect
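Preincubation: enzyme (10 nM) with compound, 15 min, RT. Reaction: substrate added to 50 nM final. Reads: 0 and 10 min. Analysis: normalized, Hill fit.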
JMJD2A Tudor inh – inhibitors of human JMJD2A Tudor domain; Potency, µM (titrated, usually from 114 µM), for the others: at the top dose activity change, negative = inhibition, most hits filed as inhibitors; AID 504339; 390,000 tested, 4.4% active; AlphaScreen JMJD2A-Tudor / H3K4me3 peptide binding; O75164; also: % is scaled to controls: 0 for no effect and ±100 for the full control effect; nearly all actives have a fitted effect of over 50% in size
POLI inh – inhibitors of human DNA polymerase iota | AID 588590 | Pol iota fluorescent replication assay, 10 min | Potency, µM (highest dose often 115 µM), for inactives: top-dose activity, negative = inhibition, usual class: inhibitors | 390,000 tested, 1% active
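Pol iota at 10 nM preincubated 15 min with compounds at room temperature; reaction started with fluorescent substrate, 50 nM final. Fluorescence read kinetically at 0 and 10 min; buffer-only wells as negative control.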
BLM helicase inh – inhibitors of human Bloom syndrome helicase BLM; 350,000 tested, 0.2% active; P54132; Potency, µM (highest dose often 56.1 µM), inactives show top-dose activity change, negative = inhibition, actives largely listed as inhibitors; recombinant BLM DNA unwinding, fluorescence dequenching;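 also: plate controls were vehicle for no effect and no enzyme for full effect; nearly all actives have a fitted effect of over 35% in size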
BAZ2B block – BAZ2B (human) inhibition | Q9UIF8 | AlphaScreen BAZ2B-H3K14Ac peptide displacement | Potency, µM (highest dose often 114 µM), without a hit: at the highest dose activity change, negative = inhibition, usual class: inhibitors | 360,000 tested, 4.4% active | AID 504333; also: % is scaled to controls: 0 for no effect and ±100 for the full control effect; nearly all actives have a fitted effect of over 60% in size
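AlphaScreen luminescence quantifies BAZ2B engagement of H3K14Ac peptide; the protein and biotinylated peptide are both at 50 nM final, buffer PBS pH 7.4 with 0.01% Tween-20, all steps at room temperature.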
POLK inh – blocks human DNA polymerase kappa activity; Q9UBT6; purified Pol kappa, fluorescent DNA synthesis assay, 10 min; Potency, µM (doses to about 107 µM), without a hit: at the highest dose activity, negative = inhibition, actives largely listed as inhibitors; 400,000 tested, 0.53% active; also: % is scaled to controls: 0 for no effect and ±100 for the full control effect
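Enzyme at 10 nM met test compounds for 15 min at room temperature. Substrate addition (50 nM final) began the reaction, which was monitored by fluorescence at 0 and 10 min.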
Active calls of the source: *; ? = inconclusive; . = no result given; [ ] = dose if it differs, or a comment. Calls follow the shape of the dose curve; as a rule, active = well fitted curve in the direction sought with a large enough effect; inconclusive = small, poorly fitted or top-dose-only effect, or another doubt; inactive = no such curve, though single readings can be large; an effect the other way counts as inactive or inconclusive. Potency is read from the fitted curve at half-maximal effect. Some of the compounds tested (hit frequency here may not be typical).

SMILES | G9a block | APE1 inh | POLH inh | Pol beta inh | JMJD2A Tudor inh | POLI inh | BLM helicase inh | BAZ2B block | POLK inh
CC(Nc1c[nH]c(=O)[nH]c1=O)c1ccccc1 (stereo unspecified) | -7.7%[59 µM] | -4.2% | -11.2% | 17.7% | -12.3% | 20.3% | 0.6% | 5.9% | 8.7%
COc1ccc(CNC(=O)C2CCN(S(=O)(=O)N3CCCCC3)CC2)c(OC)c1 | -12.6% | 7.5% | -2.0% | 18.0% | 4.5% | 24.0% | 0.4% | -3.6%[57.1 µM] | 10.0%
CC1(C)C2CC=C(/C=N/NC(=S)Nc3cccnc3)C1C2 (stereo unspecified) | 5.7% | -8.4% | -18.1% | 1.0% | -12.7% | 29.7% | -3.3% | -1.9% | -0.6%
Cc1ccc(-n2c(=O)c3c(C)c(C)sc3n(Cc3ccc(F)cc3Cl)c2=O)cc1C | 2.5%[59 µM] | . | -5.4% | -1.5% | 8.9% | -10.4% | -2.8% | -1.0% | -5.0%
Cc1ccc(C(=O)c2cn(Cc3cccc(F)c3)c3nc(C)ccc3c2=O)cc1 | -0.2%[59 µM] | . | -18.8% | 5.3% | -12.3% | 11.0% | -7.2% | -9.3% | -6.2%
Cc1ccccc1C(=O)N1CCN(c2ncnc3c2cnn3-c2ccccc2)CC1 | -12.2%[59 µM] | -4.4% | -14.7% | 2.5% | -6.1% | 3.8% | -1.1% | -35.5% | -15.2%
O=C(O)CCc1ccc(-c2ccccc2)n1-c1cccc(Br)c1 | 15.8µM* | . | -1.3% | ? | ? | 9.9% | -1.9% | ? | -5.2%
COc1ccc(-n2nc3c(c2NC(=O)c2cc4ccccc4o2)CS(=O)(=O)C3)cc1 | . | -13.3% | -10.6% | 5.2% | -14.6% | 56.3%[activator] | -4.0% | -13.0% | -22.9%
O=C(CCn1c(=O)sc2ccccc21)Nc1nccs1 | 15.8% | 0.0% | 6.5% | -13.4% | -9.4% | 7.2% | -0.1% | 1.0% | -10.2%
CC(=O)Oc1ccc2c(c1C(C)C)CCC1C(C)(C)CCC[C@@]21C (stereo partly specified) | 8.5%[2.33 µM] | 14.1% | . | . | . | . | 1.2% | . | -14.3%[60.1 µM]
COC(=O)CSC1=C(C#N)C(c2ccccc2F)CC(=O)N1 (stereo unspecified) | ? | 2.0% | -13.7% | -15.4% | -6.2% | -4.0% | -4.6% | -2.3% | -3.5%
COCCn1nnnc1C(CC(C)C)N1CCN(C(=O)c2ccco2)CC1 (stereo unspecified) | 39.8µM* | 1.7% | -17.2% | 1.0% | 15.1%[11.4 µM] | -6.4% | -1.7% | 79.4µM* | -11.4%
Cc1ccc(N(C(=O)CNC(=O)c2ccco2)C(C(=O)NC2CCCC2)c2cccnc2)c(C)c1 (stereo unspecified) | 21.6% | 14.0% | -16.7% | 31.9% | -6.2% | 18.7% | -4.4% | -3.0% | -3.7%
COC(=O)CN1C(=O)COc2ccc(S(=O)(=O)N3CCOCC3)cc21 | 56.6%[activator] | 17.6% | -15.7% | 9.6% | -1.5% | 19.2% | 1.4% | -1.2% | 5.0%
O=C(CSc1nc(-c2ccccc2)c(-c2ccccc2)o1)Nc1nnc(-c2ccccc2)s1 | ? | -3.1% | -13.7% | -21.8% | -30.6% | 3.3% | -4.0% | -36.6% | -5.2%
Cn1c(N2CCN(S(=O)(=O)c3ccc(F)cc3)CC2)nc2ccccc21 | 7.1% | 1.3% | -8.8% | -15.1% | -10.7% | 110.5%[activator] | -2.2% | -16.2% | -21.0%
COc1ccccc1-c1noc(CCCC(=O)Nc2cc(C)ccc2C)n1 | -3.6%[59 µM] | . | -17.3% | -24.3% | 12.2% | -3.9% | 0.3% | -27.1% | -5.6%
CC(NC(=O)CCc1cn(Cc2ccccc2Cl)c2ccccc12)c1ccccc1 (stereo unspecified) | -4.0%[59 µM] | . | -19.7% | 8.2% | -4.4% | 6.6% | 1.4% | -5.0% | 1.2%
O=C(Nc1ccc(N2CCN(C(=O)c3ccco3)CC2)cc1)c1ccc(F)cc1 | -20.7%[59 µM] | 0.8% | -7.5% | 10.8% | -7.6% | 4.4% | 0.2% | -26.4% | -8.4%
O=C(c1ccc2c(=O)n3c(nc2c1)CCCCC3)N1CCN(c2ccccc2)CC1 | -39.0% | -1.8% | -9.9% | 11.8% | -9.0% | -14.9% | -1.8% | -17.4% | 0.8%

Continued; it opens with the 2 that closed the last part.
SMILES | G9a block | APE1 inh | POLH inh | Pol beta inh | JMJD2A Tudor inh | POLI inh | BLM helicase inh | BAZ2B block | POLK inh
O=C(Nc1ccc(N2CCN(C(=O)c3ccco3)CC2)cc1)c1ccc(F)cc1 | -20.7%[59 µM] | 0.8% | -7.5% | 10.8% | -7.6% | 4.4% | 0.2% | -26.4% | -8.4%
O=C(c1ccc2c(=O)n3c(nc2c1)CCCCC3)N1CCN(c2ccccc2)CC1 | -39.0% | -1.8% | -9.9% | 11.8% | -9.0% | -14.9% | -1.8% | -17.4% | 0.8%
CCC(C)c1ccc(NS(=O)(=O)c2c(C)[nH]c(=O)[nH]c2=O)cc1 (stereo unspecified) | 19.2%[0.501 µM] | 17.3% | 2.3% | 8.5% | -6.0% | 5.3% | -3.2% | -10.6% | 15.4%
Cc1cc(-c2ccc(Cl)cc2)c2cnn(C(C)C)c2n1 | -35.6%[2.33 µM] | -9.6% | -15.3% | -14.9% | 96.1%[activator] | -3.5% | -7.2% | 33.8% | -6.0%
Cc1cc(NC(=O)CSc2nc(N)c(NC(=O)c3ccccc3)c(=O)[nH]2)no1 | 13.7% | -7.1% | -16.3% | 0.2% | -9.1% | -0.3% | -12.2% | -8.6% | -4.7%
O=C(/C=C/c1ccc(Cl)cc1)NC(=S)NN1CCCCC1c1cccnc1 (stereo unspecified) | 22.4µM* | -5.6% | . | 13.0% | . | . | -3.3% | ? | .
CCOC(=O)c1cc(OC(=O)c2ccccc2)n(-c2ccccc2)n1 | 11.1% | 2.2% | -5.3% | 2.7% | -17.9% | 1.0%[58.9 µM] | 1.8% | -31.4% | -13.3%
CSc1cccc(NC(=O)N2CCc3ccc(NC(=O)c4ccccn4)cc3C2)c1 | ? | -2.8% | -9.8% | -9.2% | -29.3% | 10.1% | -9.4% | ? | -15.9%
CCC(C)(C)NC(=O)Cc1ccc(F)cc1 | . | 19.8% | -13.4% | 12.1% | -4.1% | 8.9% | 2.1% | 0.2% | -10.8%
O=C(/C=C/Nc1ccc(F)c(Cl)c1)c1ccccc1 | . | -16.2% | -1.1% | 24.6% | -1.0% | -5.3% | -7.1% | 6.3% | -13.5%
COc1ccc(COC(=O)c2[nH]c3c(c2C)C(=O)CC(c2ccc(OC)c(OC)c2)C3)cc1 (stereo unspecified) | -30.8%[59 µM] | . | -10.1% | ? | -18.5% | -11.0% | -5.6% | -4.3% | -5.2%
Cc1nc2c(ncn2-c2ccccc2)c(=O)n1NC(=O)CN1CCCC1 | . | -1.2% | -10.8% | 3.4% | -5.6% | 33.3%[activator] | -4.8% | -4.2% | 5.4%

Continued (2 carried over from the part before).
SMILES | G9a block | APE1 inh | POLH inh | Pol beta inh | JMJD2A Tudor inh | POLI inh | BLM helicase inh | BAZ2B block | POLK inh
COc1ccc(COC(=O)c2[nH]c3c(c2C)C(=O)CC(c2ccc(OC)c(OC)c2)C3)cc1 (stereo unspecified) | -30.8%[59 µM] | . | -10.1% | ? | -18.5% | -11.0% | -5.6% | -4.3% | -5.2%
Cc1nc2c(ncn2-c2ccccc2)c(=O)n1NC(=O)CN1CCCC1 | . | -1.2% | -10.8% | 3.4% | -5.6% | 33.3%[activator] | -4.8% | -4.2% | 5.4%
Cc1c(C)c(C)c(S(=O)(=O)Nc2ccc3[nH]c(=O)[nH]c3c2)c(C)c1C | ? | 13.7% | 4.8% | 30.0% | -21.1% | 75.1%[activator] | -3.4% | 5.9% | -7.6%
CCSc1ncc(Cl)c(C(=O)Nc2ccc(S(=O)(=O)N(C)c3ccccc3)cc2)n1 | -20.6%[59 µM] | . | -2.3% | 26.8% | -28.1% | -23.1% | -6.4% | -15.7% | 16.7%
Cc1cccc(NC(=O)Cn2c(=O)n(CCCCCC(=O)NCc3ccc4c(c3)OCO4)c(=O)c3sccc32)c1 | -1.3%[59 µM] | . | 14.9% | -6.4% | -6.1% | -5.2% | -8.9% | -0.2% | -8.1%
O=C1CN(C(=O)COc2ccccc2)c2ccccc2N1 | ? | 39.9% | -18.4% | 2.3% | -7.4% | 18.8% | -3.1% | -14.5% | 8.5%
CN(Cc1ccccc1)C(=O)CN1C(=O)c2ccc([N+](=O)[O-])cc2C1=O | 26.4% | -6.2% | -16.3% | 19.6% | -25.2% | 11.7% | 1.8% | -11.1% | -8.2%
CC(NC(=O)C(Cc1ccccc1)=NO)c1ccccc1 (stereo unspecified) | . | . | -19.7% | . | -5.6% | 5.6% | . | . | -7.4%
O=c1[nH][nH]c(C(F)(F)F)c1C=NCc1cccc(Cl)c1 | 1.5%[59 µM] | -1.5% | -9.2% | -0.5% | 0.7% | 31.6%[activator] | -7.7% | 3.8% | -6.3%
Cc1cccc(-c2noc(CN(C(=O)c3ccc(C)c(C)c3)C(C)C)n2)c1 | 31.3%[59 µM] | . | -21.9% | 0.1% | 18.2% | 22.7% | -9.6% | 33.8%[57.1 µM] | -6.0%
Cn1cccc1-c1cc(C(=O)N/N=C/c2cccc(O)c2)[nH]n1 | 44.7µM* | ? | -9.7% | ? | ? | 50.5%[activator] | -15.4% | 44.7µM* | -20.5%
COc1ccccc1CCC(=O)Nc1cc(S(=O)(=O)N2CCCCC2)ccc1N1CCN(C)CC1 | -34.8%[0.501 µM] | 47.6%[activator] | -26.9% | . | ? | 13.5% | . | ? | 4.7%
O=C(CCNC(=O)C1CCN(S(=O)(=O)c2ccc(F)cc2)CC1)NC1CC1 | 44.4%[activator] | 69.2%[activator] | -9.5% | 34.4% | -11.7% | 26.3% | 0.1% | -14.9% | 11.8%
O=C1CCC(C(=O)OCc2nnc(-c3ccc(Cl)cc3)o2)=NN1 | 3.9% | 2.4% | -18.3% | . | 6.2% | -2.4% | . | 0.1% | -5.8%
N/C(=N\OC(=O)CCn1cccc(C(F)(F)F)c1=O)c1ccc(Cl)cc1 | -37.5% | 2.6% | -22.7% | -26.2% | -6.3% | 64.6%[activator] | -1.1% | -1.6% | -6.1%
CCc1ccc(NC(=O)C2CCCN(S(=O)(=O)c3ccc(F)cc3)C2)cc1 (stereo unspecified) | 1.2%[59 µM] | . | -14.0% | 2.1% | -21.7% | 19.2% | 0.2% | -0.4% | -27.0%
